USP2a block: USP2a (human) protease inhibition; O75604; USP2 core, Ub-CHOP2 coupled fluorogenic reporter, 485/531; Potency, µM (doses to about 38.3 µM), for inactives: at the highest dose activity change, negative = inhibition, hits mostly inhibitors; actives 0.01% (n = 330,000); AID 463254;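 note: potency is the fitted concentration of half-maximal effect; plate controls were DMSO wells for no effect and full inhibition by NEM control for full effect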
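USP2 core (10nM final) preincubated 30min RT with compound in 20mM Tris-HCl pH 8.0, 2mM CaCl2, 2mM beta-mercaptoethanol, 0.05% CHAPS; 25nM Ub-CHOP2 plus 25nM reporter substrate added, fluorescence (Ex485/Em531) read after 60min.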
PKM2 activator: PKM2 (human) enzyme activation; Potency, µM (doses to about 57.5 µM), for the others: at the top dose activation, most hits filed as activators; actives 0.34% (n = 260,000); P14618; purified PKM2, Kinase-Glo ATP luminescence, activation; response scale: 0% is enzyme alone, no compound; note: potency is the fitted concentration of half-maximal effect; % is set by controls: 0 for no effect and ±100 for the full control effect; nearly all actives have a fitted effect of over 55% in size
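Kinase-Glo luminescence reports ATP generated from ADP (0.1 mM) and PEP (0.5 mM) by purified hPK-M2 after 1 h at room temperature, pH 7.2 imidazole buffer; intermediate enzyme activity allows detecting inhibitors and activators.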
Eya2 inh: Eya2 (human) phosphatase inhibition; actives 0.006% (n = 330,000); O00167; recombinant Eya2, OMFP fluorescence dephosphorylation (OMFP is methylfluorescein phosphate); Potency, µM (doses to about 76.9 µM), inactives show top-dose activity, negative = inhibition, actives largely listed as inhibitors; note: potency is the fitted concentration of half-maximal effect; % is set by controls: 0 for no effect and ±100 for the full control effect
Target sequence (O00167 whole entry, looked up): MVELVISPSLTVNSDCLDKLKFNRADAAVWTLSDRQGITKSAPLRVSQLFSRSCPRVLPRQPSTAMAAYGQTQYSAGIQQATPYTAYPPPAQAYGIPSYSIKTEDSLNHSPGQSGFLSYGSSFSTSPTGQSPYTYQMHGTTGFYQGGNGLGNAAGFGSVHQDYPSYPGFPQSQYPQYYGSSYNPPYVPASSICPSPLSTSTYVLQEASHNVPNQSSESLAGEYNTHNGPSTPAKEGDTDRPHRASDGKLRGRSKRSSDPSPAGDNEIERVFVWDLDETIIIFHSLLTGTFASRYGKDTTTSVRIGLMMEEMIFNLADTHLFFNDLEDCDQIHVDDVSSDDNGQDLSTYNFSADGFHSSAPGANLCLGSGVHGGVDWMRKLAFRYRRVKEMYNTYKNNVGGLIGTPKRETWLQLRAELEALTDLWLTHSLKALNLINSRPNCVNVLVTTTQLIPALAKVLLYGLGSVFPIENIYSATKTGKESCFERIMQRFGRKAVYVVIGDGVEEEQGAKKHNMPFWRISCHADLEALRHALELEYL
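Eya2 protein (added as 0.2 uM solution) was preincubated with compound for 10 min at ambient temperature in 50 mM HEPES pH 7.5, 50 mM NaCl, 5 uM MgCl2, 0.05% BSA, 1 mM DTT. OMFP (added at 50 uM) then reacted 10 min; fluorescence read at 485/525 nm.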
Chronic BCR inh: inhibitors of chronic active B-cell receptor signaling; ABC-DLBCL IkBa-CBG/CBR reporter, luminescence ratio, 4 h; Potency, µM (series often up to 46.1 µM), for inactives: at the top dose ratio change, negative = lower green/red ratio, actives largely listed as inhibitors; actives 0.05% (n = 340,000); AID 493014; active = well fitted inhibition curve with a large enough effect in the signal ratio, with a control signal flat, not every such curve was filed as active; inconclusive = small, poorly fitted or top-dose-only effect, or effect the other way, or a change in a side signal; the % refers to the signal ratio;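 note: potency is the fitted concentration of half-maximal effect; plate controls were basal doxycycline-induced cells for no effect and cells given 10 µM MG132 for full effect; MG132 reads +100%, hits lower the ratio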
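TMD8 human ABC-DLBCL cells with doxycycline-inducible IκBα–green luciferase fusion and unfused red luciferase, in 0.5% FBS medium; compounds up to 46 uM, 4 h at 37C. Green/red luminescence ratio, filter-overlap corrected, fitted to concentration-response curves.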
Menin-MLL TR inh: menin-MLL binding inhibition, Texas Red mutant peptide; actives 0.23% (n = 270,000); Potency, µM (series often up to 61.6 µM), inactives show at the highest dose FP activity change, negative = inhibition, usual class: inhibitors; Menin + Texas Red MLL mutant peptide, fluorescence polarization; O00255; active = well fitted inhibition curve with a large enough effect in the polarisation, with a control signal flat, not every such curve was filed as active; inconclusive = small, poorly fitted or top-dose-only effect, or effect the other way, or a change in a side signal; inactive = no such curve, though single readings can be large or run the other way; the % refers to the polarisation; note: potency is the fitted concentration of half-maximal effect; % of control where 0% means no effect; many of its hits are not listed in these tables
ASM inhibitor: blocks human secretory acid sphingomyelinase; AID 504937; Potency, µM (top dose mostly 57.5 µM), for inactives: at the highest dose activity change, negative = inhibition, hits mostly inhibitors; actives 0.006% (n = 340,000); placental ASM, HMU-PC fluorogenic substrate, 60 min; P17405; note: potency is the fitted concentration of half-maximal effect
Target sequence (P17405 47-631 limits assumed): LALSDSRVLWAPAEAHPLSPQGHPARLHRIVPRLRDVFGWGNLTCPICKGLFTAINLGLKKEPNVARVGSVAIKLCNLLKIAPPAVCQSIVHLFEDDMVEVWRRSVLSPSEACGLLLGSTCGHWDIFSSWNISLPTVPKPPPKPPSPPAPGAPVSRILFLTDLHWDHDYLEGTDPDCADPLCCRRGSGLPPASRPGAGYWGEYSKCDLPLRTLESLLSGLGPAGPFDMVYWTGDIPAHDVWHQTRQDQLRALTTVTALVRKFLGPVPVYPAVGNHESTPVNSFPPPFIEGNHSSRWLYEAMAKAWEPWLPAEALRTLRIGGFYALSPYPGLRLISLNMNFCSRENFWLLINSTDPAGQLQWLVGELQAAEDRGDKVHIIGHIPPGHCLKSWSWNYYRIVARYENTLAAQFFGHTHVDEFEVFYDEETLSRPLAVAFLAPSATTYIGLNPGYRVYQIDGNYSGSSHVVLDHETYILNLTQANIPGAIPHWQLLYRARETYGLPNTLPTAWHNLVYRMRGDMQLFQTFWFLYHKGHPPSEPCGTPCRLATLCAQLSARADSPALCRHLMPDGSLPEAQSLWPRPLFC
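Fluorescence read-out (Ex 386 nm, Em 447 nm) after stopping the reaction at pH 10. Enzyme: ASM from human placenta; substrate HMU-PC0, 9 uM final; 60 min, 37 °C. Compound preincubation 10 min, ambient temperature.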
Mito fusion act: mitochondrial division inhibition or fusion activation; Potency, µM (doses to about 46.1 µM), for the others: at the top dose growth rescue (activation), actives largely listed as activators; AID 485298; actives 0.23% (n = 320,000); S. cerevisiae fusion-defective mutant growth rescue, CellTiterGlo 48 h;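 note: potency is the fitted concentration of half-maximal effect; % of control where 0% means no effect; nearly all actives have a fitted effect of over 45% in size; temperature-sensitive fusion mutants such as fzo1-1 at 37 °C on non-fermentable ethanol glycerol medium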
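Yeast fusion mutant, YPEG (non-fermentable carbon), compound, 48 h at 37C non-permissive; CellTiterGlo added, 10 min RT, luminescence read. Rescued growth = division inhibition.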
TSHR antagonist: blocks TSH signaling through the human TSH receptor | P16473 | TSHR-expressing cells, TSH-stimulated cAMP HTRF, 2 h; stronger effect = lower value | activity change, negative = inhibition, % at 11.5 µM | actives 0.2% (n = 330,000);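 active = activity change below a set negative limit, meaning inhibition stronger than a set level, cut at about -70% in these data; inconclusive = activity change between two set negative limits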; note: % is set by controls: 0 for no effect and ±100 for the full control effect
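Inhibition of cAMP made by TSHR-expressing cells under TSH stimulation (4nM final, EC80; 2 h, 37 deg C) is quantified with a one-step lysis HTRF kit, anti-cAMP cryptate versus cAMP-d2.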
GALK inhibitor: galactokinase (human) inhibition; P51570; Purified GALK, Kinase-Glo residual ATP luminescence; Potency, µM (titrated, usually from 57.5 µM), for the others: at the top dose activity change, negative = inhibition, most hits filed as inhibitors; actives 0.007% (n = 270,000); AID 1868; note: potency is the fitted concentration of half-maximal effect; % is set by controls: 0 for no effect and ±100 for the full control effect
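5 nM enzyme, 35 uM ATP, 100 uM galactose, 20 mM HEPES pH8.0, 5 mM MgCl2; 1 h RT; residual ATP by Kinase-Glo Plus luminescence, qHTS format.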
MBNL1 CUG block: MBNL1-poly(CUG) RNA binding inhibition; Q9NR56; TR-FRET MBNL1-His/biotin-(CUG)12 binding, 665/545 ratio; Potency, µM (doses to about 57.5 µM), inactives show top-dose activity change, negative = inhibition, usual class: inhibitors; actives 0.036% (n = 280,000); active = well fitted inhibition curve with a large enough effect in the signal ratio, with a control signal flat, not every such curve was filed as active; inconclusive = small, poorly fitted or top-dose-only effect, or effect the other way, or a change in a side signal; inactive = no such curve, though single readings can be large or run the other way; the % refers to the signal ratio; note: potency is the fitted concentration of half-maximal effect; % is set by controls: 0 for no effect and ±100 for the full control effect
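Ratiometric TR-FRET (665 over 545 nm, excitation 340 nm) tracks disruption of MBNL1-His/biotin-(CUG)12 complex after 60 min at room temperature, with compounds at 92 nM to 58 uM final.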
hERG WT inh: KCNH2 (human, wildtype) channel inhibition. Q12809. U2OS, BacMam KCNH2, thallium flux FluxOr; stronger effect = lower value. activity change, % at 1.84 µM. actives 0.37% (n = 340,000). AID 720551;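 active = maximum activity change below -70%; inconclusive = maximum activity change between -70% and -50%; inactive = maximum activity change above -50%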; note: % is set by controls: 0 for no effect and ±100 for the full control effect
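U2OS cells transduced with wild-type KCNH2 virus are loaded with FluxOr dye for 45 min, and thallium flux is measured in kinetic reads before and after stimulation buffer. Rate constants are normalized to DMSO controls.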
* marks the source's active call; other numbers are inactive results; ? = inconclusive; . = not tested or not shown; [ ] = remark or other dose. Unless noted, calls come from the whole dose curve; as a rule, active = well fitted curve in the direction sought with a large enough effect; inconclusive = small, poorly fitted or top-dose-only effect, or another doubt; inactive = no such curve, though single readings can be large; an effect the other way counts as inactive or inconclusive. An excerpt; count on the stated rates, not on these rows.

SMILES	USP2a block	PKM2 activator	Eya2 inh	Chronic BCR inh	Menin-MLL TR inh	ASM inhibitor	Mito fusion act	TSHR antagonist	GALK inhibitor	MBNL1 CUG block	hERG WT inh
Cc1c(NC(=O)CN2c3ccccc3CC2C)c(=O)n(-c2ccccc2)n1C (stereo unspecified)	1%	-3%	1%	-1%	10%	7%	3%	1	16%	-5%	18
COc1cc(OC)c(NC(=O)/C=C/C(=O)O)cc1Cl	0%	-13%	19%	-3%	.	3%	-8%	37	.	-16%	-4
C/C(Cn1cnc([N+](=O)[O-])n1)=N\NC(=O)c1ccncc1	3%	-1%	1%	-9%	3%	1%	-41%[inhibitor]	16	.	0%[11.5 µM]	29
N/C(=N\OCc1ccc([N+](=O)[O-])cc1)c1ccncc1	-6%	-2%	2%	?	20%	-1%	12%	-1	6%	?	4
O=C1CCC(=O)N1CCSC(=S)N1CCSCC1	2%	-2%	?	0%	.	6%	-1%	7	1%	-11%	1
Cc1[nH]c2ccccc2c1C(Nc1nccs1)c1ccncc1 (stereo unspecified)	4%	-3%	5%	?	2%	5%	5%	-2	3%	-4%	8
CN(C(=O)c1ccc([N+](=O)[O-])cc1)c1ccccc1C(=O)NCc1ccccc1	1%	6%	19%	-1%	2%	.	-1%	-2	5%	?	2
CCN(CC)c1ccc(/C=N/NC(=O)c2c(Cl)c(C)nn2C)cc1	1%	-2%	4%	-9%	5%	29%	2%	-6	1%	18%	-12
CC(c1ccc(F)cc1)n1c(-c2ccc3ccccc3n2)n[nH]c1=S (stereo unspecified)	3%	-4%	-20%	16%	28%	-7%	15%	3	-2%	12%	3
OC(COC(c1ccc(F)cc1)c1ccc(F)cc1)CN1CCCC(C(F)(F)F)C1 (stereo unspecified)	3%	.	1%	2%	-22%	2%	-11%	1	-3%	-2%	-4
Cc1ccc(NCC(=O)N/N=C/c2cc(O)ccc2[N+](=O)[O-])cc1	3%	-4%	-6%	0%	-2%	0%	2%	2	7%	?	11
Brc1ccc2ncnc(Nc3cccc4ccccc34)c2c1	1%	-10%	11%	-21%	5%	-15%	-1%	-25	.	-4%	5
CCN1C(=O)[C@@H]2[C@@H](c3ccc(-c4ccc(OC)cc4)c(OC)c3)N3CCCC[C@@]3(C(=O)OC)[C@@H]2C1=O	4%	.	-16%	?	.	-12%	15%	-6	.	.	-8
Cc1ccc(NC(=O)c2ccc(OC(F)F)cc2)cc1S(=O)(=O)N(C)C	-2%	0%	4%	0%	12%	-2%	2%	-15	-3%	.	5
O=C(Oc1ccc(C(=S)N2CCOCC2)cc1Br)c1cc(Cl)ccc1Cl	1%	2%	3%	7%	?	0%	-16%	-4	-3%	4%	9
COc1ccccc1C(=O)COC(=O)c1cccc(-n2cnnn2)c1	1%	.	?	-15%	.	2%	-5%	7	.	.	6
O=C(Nc1ccccc1)c1sc(N2CCOCC2)nc1-c1ccccc1	1%	4%	-14%	?	-2%	1%	0%	1	-3%	32%[activator]	3
O=C(CCC(=O)c1ccc(F)cc1)NCC1(N2CCCCC2)CCCCC1	0%	.	-16%	-9%	.	-2%	1%	-8	.	.	36
CCn1c2ccccc2c2cc(CN3CCN(C(=O)c4ccco4)CC3)ccc21	-7%	12%	-12%	0%	-3%	-1%	-2%	24	2%	1%	3
O=C(Nc1c[nH]c(=O)[nH]c1=O)c1cccc(F)c1	1%	.	-6%	3%	19%	15%	-16%	-5	.	-1%	-5
CC(=O)c1c(N2CCOCC2)nc(=S)n(Cc2ccccc2)c1C	1%	-4%	5%	-1%	-15%	0%	-1%	7	0%	-11%	14
CCN1C(=O)C(CC(=O)Nc2ccc(F)cc2)N(CCc2ccc(OC)cc2)C1=S (stereo unspecified)	-5%	2%	-17%	?	?	?	2%	5	3%	9%	0
CCN(C[C@H]1N[C@@](CC)(C(=O)OC)[C@H]2C(=O)N(Cc3ccccc3)C(=O)[C@@H]12)C(=O)Nc1ccc(C)cc1	?	.	-4%	1%	.	-6%	.	-4	.	.	-1
O=C(Nc1sc2c(c1C(=O)O)CCC2)C(=O)N1CCOCC1	4%	.	4%	8%	.	-13%	0%	-12	-6%	6%	-15
CCCCc1ccc(NC(=S)N2CCN(c3ccccn3)CC2)cc1	4%	0%	2%	-1%	-1%	-1%	-13%	-7	-1%	-5%	-10
SMILES	USP2a block	PKM2 activator	Eya2 inh	Chronic BCR inh	Menin-MLL TR inh	ASM inhibitor	Mito fusion act	TSHR antagonist	GALK inhibitor	MBNL1 CUG block	hERG WT inh
Clc1ccc(-n2cccc2/C=N/n2cnnc2)cc1	0%	?	-7%	?	-7%	1%	1%	-3	0%	0%	1
Cc1[nH]oc(=O)c1N=Nc1c(Cl)cccc1Cl	1%	-1%	-9%	?	7%	-3%	-19%	-14	1%	6%	-5
Cc1cccc(C(=O)N/N=C/c2ccoc2)c1	-3%	-1%	-1%	?	-2%	3%	0%	15	-1%	4%	1
CCOC(=O)c1c(N)nn(C(=O)C(C)C)c1-c1ccc(OC)cc1	4%	0%	-19%	22%	0%	-7%	2%	13	-2%	2%	-2
COc1ccc(N=Cc2c(O)ccc3ccccc23)cc1	0%	1%	5%	-13%	?	-5%	-3%	10	0%	?	12
CC(=O)Nc1cnc2ccccc2n1	0%	-3%	2%	5%	-5%	-1%	-9%	-1	0%	19%	1
CC1=C(C(=O)NCc2ccccc2)C(c2cccnc2)n2ncnc2N1 (stereo unspecified)	-7%	2%	-12%	-2%	7%	2%	-6%	-5	5%	10%	-7
COc1ccccc1OCCSc1nnc(C)n1-c1ccccc1	-1%	0%	6%	?	-9%	3%	-3%	15	1%	3%	4
O=C(CCC(=O)N(CC(=O)NC1CCCC1)Cc1ccccc1Cl)Nc1nccs1	0%	-1%	3%	-8%	-14%	5%	1%	2	-2%	-2%	-3
CCOC(=O)N1CCN(C(=O)c2cnn3c(C)c(Cc4ccc(C)cc4)c(C)nc23)CC1	1%	2%	18%	-2%	-10%	-3%	1%	-12	-1%	1%	4
CCOc1cc(CNc2ccc3c(c2)CCC3)ccc1OC	7%	-2%	-13%	8%	-19%	.	1%	-7	2%	7%	.
Cc1ccc2c(CN3CC(C)CC(C)C3)cc(=O)oc2c1 (stereo unspecified)	-1%	.	1%	4%	?	2%	-1%	-6	1%	1%	0
CC1CC1C(=O)OCC(=O)Nc1cccc(F)c1 (stereo unspecified)	1%	.	2%	?	.	5%	10%	-18	.	.	-2
CC(C)CC(OC(=O)c1cccs1)C(=O)NCc1cccs1 (stereo unspecified)	-2%	6%	-28%	-1%	3%	-2%	2%	-4	-1%	8%	3
COC(=O)CSc1nc(C)cc(C)n1	-1%	2%	1%	-7%	1%	3%	-2%	1	1%	0%	-3
CC1CCCC(C)N1/N=C/c1ccc(O)c(O)c1 (stereo unspecified)	4%	.	-7%	1%	4%	6%	-1%	-10	2%	5%	-3
COc1ccc(N2CCN(c3nc4c(c(=O)n(C)c(=O)n4C)n3Cc3ccccc3)CC2)cc1	-3%	-6%	-5%	?	-19%	-17%	?	-14	-5%	-13%	-2
COc1ccc(C(=O)Nc2ccc(-c3ccc(C)o3)cc2)cc1S(=O)(=O)N1CCOCC1	-2%	9%	-4%	?	?	-7%	-3%	?	-2%	5%	16
COc1cc2c(cc1OC)CN(C(=O)C1CCCN1S(=O)(=O)c1ccc(C)cc1)CC2 (stereo unspecified)	0%	-9%	-6%	?	-6%	3%	2%	-5	.	-3%	2
O=C(N=C1SC2CS(=O)(=O)CC2N1c1ccccc1)c1cccc([N+](=O)[O-])c1 (stereo unspecified)	1%	.	12%	1%	.	0%	2%	8	.	.	-6

Single entries from the list:
Under hERG WT inh, `COc1ccc(N2CCN(c3nc4c(c(=O)n(C)c(=O)n4C)n3Cc3ccccc3)CC2)cc1` is entered as -2
Under Chronic BCR inh, `CC(=O)Nc1cnc2ccccc2n1` is entered as 5%

Assay outcomes from PubChem BioAssay.
